RGS4 pot – RGS4 potentiators or activators, primary screen, cell-based, HEK293 M3R inducible RGS4, calcium flux; carbachol calcium flux Fluo4; stronger effect = lower value; 310,000 compounds, 0.92% hits; B-score at 10 µM;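 active = B-score of the integrated calcium signal more than 4 SD below the library mean, with starting fluorescence not abnormally high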;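 note: negative B-score means reduced calcium response which marks RGS4 activation or potentiation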
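Also added: carbachol at ECmax as muscarinic agonist stimulus; Assay system: HEK293 cells with stable M3R and inducible RGS4; Timing: overnight RGS4 induction, 30 min dye load 37 °C, 20 min compound RT; Measured by: Fluo4-AM (2 µM) calcium-flux fluorescence, kinetic read.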
TRPC6 inh – mouse TRPC6 channel inhibitors, primary screen, cell-based, HEK293, membrane potential dye. Short transient receptor potential channel 6 (Mus musculus), Q61143. ACh-evoked depolarization; stronger effect = lower value. B-score at 10 µM. 310,000 compounds, 1.1% hits. AID 2553, 2010;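 active = B-score under library mean minus 3 SD, initial fluorescence not abnormally high, positive integrated signal ratio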;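 note: B-score derived from integrated fluorescence ratio over the kinetic read; more negative B-score means stronger inhibition of depolarization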
Target sequence (Q61143 whole entry, looked up): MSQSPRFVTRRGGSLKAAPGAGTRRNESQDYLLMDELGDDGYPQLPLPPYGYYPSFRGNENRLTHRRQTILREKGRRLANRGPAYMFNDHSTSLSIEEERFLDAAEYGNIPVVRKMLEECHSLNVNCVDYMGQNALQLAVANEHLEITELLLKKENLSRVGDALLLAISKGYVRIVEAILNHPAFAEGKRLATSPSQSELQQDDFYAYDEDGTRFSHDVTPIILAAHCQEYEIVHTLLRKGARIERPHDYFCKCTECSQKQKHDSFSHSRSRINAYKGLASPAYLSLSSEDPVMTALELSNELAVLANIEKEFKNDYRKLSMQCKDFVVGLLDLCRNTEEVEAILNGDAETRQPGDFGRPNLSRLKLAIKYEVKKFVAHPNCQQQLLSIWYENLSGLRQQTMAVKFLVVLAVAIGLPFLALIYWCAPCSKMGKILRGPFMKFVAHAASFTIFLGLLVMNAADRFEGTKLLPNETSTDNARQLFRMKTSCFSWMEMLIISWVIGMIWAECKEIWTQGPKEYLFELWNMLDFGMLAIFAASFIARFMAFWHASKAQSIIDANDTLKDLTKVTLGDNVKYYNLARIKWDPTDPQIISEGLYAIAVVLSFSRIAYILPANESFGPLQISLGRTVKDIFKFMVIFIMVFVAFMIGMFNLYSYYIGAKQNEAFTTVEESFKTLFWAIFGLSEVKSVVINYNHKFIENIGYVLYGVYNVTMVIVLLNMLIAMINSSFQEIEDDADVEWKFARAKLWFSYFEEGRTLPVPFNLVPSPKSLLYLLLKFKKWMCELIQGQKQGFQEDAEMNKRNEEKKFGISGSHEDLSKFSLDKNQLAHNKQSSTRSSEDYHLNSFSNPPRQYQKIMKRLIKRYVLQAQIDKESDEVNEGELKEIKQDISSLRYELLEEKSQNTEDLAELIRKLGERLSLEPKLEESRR
MrgX1 PAM – positive allosteric modulators of MrgX1, primary screen, HEK293 cells, Fluo-4 calcium flux; 310,000 compounds, 0.63% hits; Mas-related G-protein coupled receptor member X1 (Homo sapiens), Q96LB2; B-score at 10 µM; FDSS; stronger effect = higher value;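 active = plate-corrected calcium response at least 3 library SD above typical, normal starting fluorescence, not activating the receptor alone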;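 note: compound read alongside a low EC10 to EC30 dose of BAM8-22 agonist; peak minus trough fluorescence over baseline measured at the second addition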
SKKanGAS inh – S. pyogenes SKKanGAS growth inhibitors in kanamycin, primary screen, streptokinase expression inhibitor project, SKKanGAS strain, BacTiter-Glo luminescence; 6 h; inhibition, % at 7.5 µM; 300,000 compounds, 1.3% hits; AID 1662, 2009;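 active = mean replicate score, as percent of positive control median, at least 50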;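 note: strain carries kanamycin resistance gene driven by streptokinase promoter and grows in 40 µg/ml kanamycin; loss of luminescence reflects streptokinase promoter inhibition or plain growth inhibition; 0% = median of DMSO wells and 100% = positive control at its reference dose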
HIF act – HIF pathway transcriptional activators, primary screen, cell-based, U2OS HRE-luciferase, luminescence; U2OS HRE-luciferase reporter; normalized: DMSO 0%, desferrioxamine 100%; activation, % at 7.5 µM (by protocol); 300,000 compounds, 0.32% hits;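 active = mean activation of at least 10% of the iron chelator positive control signal, with at least half of replicates also reaching 10%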
MrgX1 antag – antagonists of human MrgX1 receptor, primary screen, HEK293 cells, Fluo-4 calcium flux. B-score at 10 µM. 310,000 compounds, 1.3% hits. BAM8-22 antagonism; stronger effect = lower value. Mas-related G-protein coupled receptor member X1 (Homo sapiens), Q96LB2. AID 588676, 2011;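 active = calcium-response B-score plate-corrected more than 3 library SD below zero, starting fluorescence within 5 deviations, no agonist response on first addition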;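 note: peak minus trough fluorescence over baseline after final BAM8-22 challenge near maximal dose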
TRPC6 act – mouse TRPC6 channel activators, primary screen, cell-based, HEK293, membrane potential dye. 310,000 compounds, 0.13% hits. Short transient receptor potential channel 6 (Mus musculus), Q61143. B-score at 10 µM. AID 2550, 2010. HEK293-TRPC6 membrane potential dye fluorescence; stronger effect = higher value;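 active = B-score of the integrated fluorescence ratio above library mean plus 3 SD, and starting fluorescence ratio within library mean plus 5 SD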;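 note: higher score means more depolarization so channel activation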
Platelet DG rel – inhibitors of platelet dense granule secretion, primary screen, cell-based, MLPCN, human platelets; 300,000 compounds, 0.22% hits; inhibition, %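 (compounds screened at 7.5 µM in platelet-rich plasma)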; human platelet-rich plasma, SFLLRN dense granule ATP release, luminescence;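 active = mean replicate score, as percent of positive control, at or above 50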
TRPC4 inh – inhibitors of mouse TRPC4 channel, primary screen, Fluo4 calcium, HEK293 TRPC4beta/mu-opioid cells. Short transient receptor potential channel 4 (Mus musculus), Q9QUQ5. DAMGO-evoked Fluo4 calcium flux; stronger effect = lower value. B-score at 10 µM. 300,000 compounds, 0.39% hits. AID 2247, 2010;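 active = B-score over 3 SD under the library average, no early fluorescence shift, positive overall ratio signal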
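test system = HEK293 cells with stable TRPC4beta plus mu-opioid receptor expression | detection = Fluo4 Ca2+ flux fluorescence | read-out = integrated fluorescence ratio relative to baseline, converted to per-well B score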
RGS4 block – RGS4 inhibitors, primary screen, cell-based, HEK293 M3R inducible RGS4, calcium flux; B-score at 10 µM; Fluo-4 calcium flux; stronger effect = higher value; triggered by carbachol at its EC20; AID 463165, 2010; Regulator of G-protein signaling 4 (Homo sapiens), P49798; 310,000 compounds, 0.45% hits;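 active = B-score, a plate-corrected calcium signal, over three deviations above library mean, with baseline fluorescence within five deviations of library mean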;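 note: RGS4 expression induced by doxycycline in cells with stable M3 receptor; B-score is computed from the integrated fluorescence ratio over baseline after carbachol; higher B-score means a larger calcium signal and so more RGS4 inhibition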
Target sequence (P49798 whole entry, looked up): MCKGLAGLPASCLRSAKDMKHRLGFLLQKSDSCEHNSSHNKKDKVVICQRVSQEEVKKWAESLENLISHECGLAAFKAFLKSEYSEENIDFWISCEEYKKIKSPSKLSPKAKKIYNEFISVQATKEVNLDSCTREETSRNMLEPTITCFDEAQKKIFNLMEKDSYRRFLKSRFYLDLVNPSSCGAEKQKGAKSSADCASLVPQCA
MrgX1 agonist – agonists of human MrgX1 receptor, primary screen, HEK293 cells, Fluo-4 calcium flux. Mas-related G-protein coupled receptor member X1 (Homo sapiens), Q96LB2. Fluo-4 calcium fluorescence, agonist mode; stronger effect = higher value. B-score at 10 µM. 310,000 compounds, 0.44% hits. AID 588627, 2011;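 active = calcium response B-score plate-corrected fluorescence ratio at least 3 library SD, with starting fluorescence B-score inside 5 SD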
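Assay system: stable human MrgX1 HEK293 cell line. Quantity: 15,000 cells per well. Schedule: cells plated overnight, dye loaded 0.5 h 37 °C, 0.5 h room temperature. Detection: Fluo-4 NW calcium-flux fluorescence, kinetic read. Read-out basis: peak-minus-minimum fluorescence over baseline, converted to B scores. Control set: positive and negative control wells on each plate.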
Numbers without * were called inactive; i = inactive; x = not tested or not shown.

canonical_smiles	RGS4 pot	TRPC6 inh	MrgX1 PAM	SKKanGAS inh	HIF act	MrgX1 antag	TRPC6 act	Platelet DG rel	TRPC4 inh	RGS4 block	MrgX1 agonist
O=C(Cn1c(CO)nc2ccccc21)NCCc1ccc(F)cc1	i	i	i	-1.3	0.8	i	i	0.8	i	i	i
Cc1sc2c(c1C)c(=O)nc1n2Cc2ccccc2-1	i	i	x	-1.0	0.6	x	i	-2.6	i	i	x
COc1ccc(C(=O)C2CCCN(C3Cc4ccccc4C3)C2)cc1OC (stereo not drawn)	-8.61*	i	i	-2.7	0.6	i	i	-1.9	i	i	i
COc1cccc(NS(=O)(=O)c2ccc3c(c2)N(C(C)=O)CCO3)c1	i	i	i	-1.3	0.0	i	i	8.3	i	i	i
COc1ccc(CCCc2nnc(SCC(=O)Nc3nc(C)cs3)n2C)cc1	i	i	i	-14.1	0.0	i	i	7.8	x	i	i
O=C(NC(=S)Nc1cccnc1Cl)c1ccco1	i	i	i	0.3	2.1	i	i	14.4	i	i	i
Cc1ccc(-n2c(O)c(C=Nc3ccccc3-c3n[nH]c(=S)[nH]c3=O)c3ccccc3c2=O)c(C)c1	i	i	i	72.6*	-0.6	i	i	2.7	i	i	i
COC(=O)c1sc(-c2cccs2)cc1NC(=O)/C=C/C(=O)O	i	i	i	-1.2	0.1	i	i	0.9	i	i	i
CCC(C)NC(=O)C1CCN(S(=O)(=O)c2ccc3[nH]c(=O)ccc3c2)CC1 (stereo not drawn)	i	i	i	-11.9	-0.2	i	i	25.6	i	i	i
O=C(CN1CCOCC1)Nc1ccccc1NC(=O)C1CCN(c2ncccn2)CC1	i	i	i	-0.2	-0.6	i	i	12.3	i	i	i
Cc1nn(-c2ccccc2)c2c1C1(C(=O)N(C)c3ccccc31)N(c1ccccc1)C(=O)N2 (stereo not drawn)	i	i	i	1.4	0.5	i	i	-0.2	i	i	i
Cc1cc(C(=O)Nc2c(C)nn(Cc3ccccc3Cl)c2C)no1	i	i	i	0.5	-0.3	i	i	6.4	i	i	i
CCOC(=O)c1oc2c(C)c(O)ccc2c(=O)c1-c1nncn1-c1ccccc1	i	i	i	-0.8	0.3	i	i	3.7	i	i	i
C=CCOc1ccccc1CN1CCC(CO)(CCOc2ccccc2)CC1	i	i	i	-1.6	-0.4	i	i	-0.7	i	i	i
COc1ccccc1N1CCN(C2CCN(C(=O)c3cccc(F)c3)CC2)CC1	i	i	i	-10.6	-0.2	i	i	-8.9	i	i	i
CCOC(=O)c1c(NC(=O)COC(=O)CCOc2ccc(OCC)cc2)sc(C(=O)N(C)C)c1C	i	i	i	-4.2	0.4	i	12.5*	7.4	i	i	i
O=C(c1c(F)c(F)c(F)c(F)c1F)N1CCN(c2cccc(C(F)(F)F)c2)CC1	-7.18*	i	i	2.7	-0.1	i	i	-9.6	i	i	i
Cc1ccc(N2C(=O)N(CC(=O)N(C)Cc3ccccc3)C(=O)C2C)cc1 (stereo not drawn)	i	i	i	-5.1	-0.1	i	i	10.8	i	i	i
COc1ccccc1/C=C(\C#N)C(=O)Nc1ccc(S(N)(=O)=O)cc1	i	i	i	0.0	0.2	i	i	9.7	i	i	i
Cc1[nH]nc2c1C1(C(=O)N(Cc3ccc(Cl)cc3)c3ccccc31)C(C#N)=C(N)O2 (stereo not drawn)	i	i	i	1.7	x	i	i	-5.4	i	i	i
Cc1ccc(C(=O)/C=C/Nc2ccc([N+](=O)[O-])cc2Br)cc1	i	i	i	1.0	2.4	i	i	2.4	i	i	i
CC(=O)NC(N1CCCCC1)C(F)(F)C(F)(F)C(F)(F)C(F)F (stereo not drawn)	i	i	i	-10.3	-0.1	i	i	6.4	i	i	i
O=c1[nH]c2ccc(NS(=O)(=O)c3ccc4ccccc4c3)cc2[nH]1	i	i	i	-2.5	-0.6	i	i	-0.8	i	i	i
CCc1cc2c(SCC(=O)c3ccccc3)ncnc2s1	i	i	i	29.2	2.6	i	i	2.7	i	i	i
Cc1cc(=O)oc2cc(OCC(=O)N3CCN(C(=O)c4ccco4)CC3)ccc12	i	-5.51*	i	9.1	0.1	i	i	-0.4	i	i	i
C=C(Cl)COc1ccc2c(CCCC)cc(=O)oc2c1	i	i	i	14.7	0.8	i	i	-4.5	i	i	i
O=[N+]([O-])c1cc(CN2CCCC2)ccc1Sc1ccc(Cl)cc1	i	i	i	2.1	-0.8	i	i	-7.0	i	i	i
CCc1nnc(NC(=O)c2cccc(NC(=O)C(C)C)c2)s1	i	i	i	1.5	2.4	i	i	0.5	i	i	i
COc1ccc(C2(c3ccc(OC)cc3)NC(=O)N(CC(=O)Nc3ccc(N4CCOCC4)cc3)C2=O)cc1	i	i	i	6.9	-0.6	i	i	1.8	i	i	i
COc1cccc(Nc2nc(-c3sc(NC(=O)c4ccco4)nc3C)cs2)c1	i	i	i	23.5	-0.7	i	i	-0.9	i	i	i
COCCn1c(SC(C)C(=O)Nc2ncc(Cl)cc2Cl)nc2ccccc21 (stereo not drawn)	i	i	i	-0.6	-0.1	i	i	-14.7	i	i	i
O=C(Nc1ccccc1)c1ccc(Br)c(S(=O)(=O)Nc2ccccn2)c1	i	i	i	5.2	0.2	i	i	-15.5	i	i	i
Cc1ccc(Nc2nc(CSc3nnnn3C)cs2)cc1	i	i	i	-3.2	4.0	i	i	1.6	i	i	i
CCCn1c(SCc2nc(-c3cccs3)no2)nnc1-c1ccncc1	i	i	i	-4.6	0.1	i	i	-0.4	i	i	i
Cc1nnc(SCC(=O)c2ccc(Br)cc2)s1	i	i	i	-0.9	2.5	i	i	-0.8	i	i	i
CCc1cc(-c2ccc3c(c2)COc2c4ccccc4nn2-3)on1	i	i	i	13.1	-1.8	i	i	28.7	i	i	i
CCOc1ccc(-c2nnc3ccc(SCC(=O)NCc4ccco4)nn23)cc1	i	i	i	-4.3	0.3	i	i	-18.0	i	i	i
NC(=O)c1cc2c(s1)-c1cc(Cl)ccc1SC2	i	i	i	5.0	0.7	i	i	4.9	i	5.86*	i
Cc1ccccc1Nc1c(-c2ccccn2)nc2ccccn12	i	i	i	-2.5	12.8*	i	i	2.5	i	i	i
C=CCn1c(SCCOC)nc2c1c(=O)[nH]c(=O)n2C	i	i	i	0.0	0.2	i	i	-0.6	i	i	i
Cc1nc(N(C)Cc2ccccc2)c2nnn(Cc3ccccc3)c2n1	i	i	i	27.7	-0.3	i	i	-3.5	i	i	i
CCOC(=O)C1(C)NC(c2cc(OC)c(OC)c(OC)c2)C2C(=O)N(CC)C(=O)C21 (stereo not drawn)	i	i	i	-4.5	0.0	i	i	12.0	i	i	i
O=C(CN1C(=O)c2ccccc2S1(=O)=O)NCCSc1ccccc1	i	i	i	-2.0	0.1	i	i	1.6	i	i	i
COc1c([N+](=O)[O-])cc(C(=O)NNC(=O)c2ccc(C)cc2)cc1[N+](=O)[O-]	i	i	i	0.2	0.1	i	i	0.2	i	i	i
CC(C)=CCC/C(C)=C/COc1ccc2ccc(=O)oc2c1	i	i	i	16.8	0.6	i	i	6.5	i	i	i
Cc1ccc(N(CC(=O)NCC2CCCO2)C(=O)CCC(=O)Nc2cc(C)on2)cc1 (stereo not drawn)	i	i	i	5.5	0.0	i	i	-1.1	i	i	i
COc1ccccc1C(=O)NCC(=O)NC(C)c1ccc(-n2ccnc2)cc1 (stereo not drawn)	i	i	i	4.9	-0.1	i	i	14.9	i	i	i
CCc1ccc(-c2cc(C(=O)Nc3ccc(S(=O)(=O)NC(C)=O)cc3)c3ccccc3n2)cc1	i	i	i	19.5	0.8	i	i	4.4	i	i	i
CCN(CC)C(=O)c1[nH]cnc1C(=O)N[C@@H](CCCCNC(=O)OC(C)(C)C)C(=O)OC(C)(C)C	i	i	i	-1.3	-0.2	i	i	-1.1	i	i	i
Cc1ccc([N+](=O)[O-])cc1NC(=O)CSc1nnc(C)n1CC1CCCO1 (stereo not drawn)	i	i	i	1.5	1.3	i	i	2.1	i	i	i
CSc1ccc(CCNC(=O)CCc2nnc3ccc(N4CCCC4)nn23)cc1	i	i	i	-0.3	-0.4	i	i	11.4	i	i	i
C=CCn1c(SCC(=O)N2CCN(c3ccccc3)CC2)nc2c([nH]c3ccccc32)c1=O	i	i	i	-4.2	0.4	i	i	23.8	i	i	i
O=S(Cc1ccc(Br)cc1)Cc1nnc(SCc2ccc(Br)cc2)n1-c1ccccc1 (stereo not drawn)	i	i	i	-4.4	-0.1	i	i	0.1	i	i	i
CC(/C=C/c1ccco1)=N\NC(=O)C(O)c1ccccc1 (stereo not drawn)	i	i	i	-3.7	-0.5	i	i	7.1	i	i	i
CNC(=O)c1ccsc1NC(=O)C1CCN(S(=O)(=O)c2ccc(Cl)s2)CC1	i	i	i	8.4	0.4	i	i	3.4	i	i	i
O=C(CSc1nc2ccccc2s1)N/N=C/c1ccccc1C(=O)O	i	i	i	0.1	-0.4	i	i	-1.3	i	i	i
Cc1cc([N+](=O)[O-])ccc1NCc1ccccc1	i	i	i	-2.9	x	i	i	0.7	-7*	i	i
CS(=O)(=O)c1ccccc1-c1nnc(NC(=O)c2cccc(N3C(=O)CCC3=O)c2)o1	i	i	i	7.1	-0.4	i	i	2.7	i	i	i
N#CC1(NC(=O)CN2C(=O)c3ccc([N+](=O)[O-])cc3C2=O)CCCCC1	i	i	i	-12.7	0.7	i	i	-9.8	i	i	i
C/C(=N\NC(=O)Cn1nc(C)c([N+](=O)[O-])c1C)c1ccco1	i	i	i	1.2	-0.8	-5.92*	i	5.9	i	i	i
COCCCNCCCCOc1ccc(Br)cc1C	i	i	i	3.5	-0.2	i	i	0.1	i	i	i

Screens from PubChem.

Outcome played no part in choosing rows; overall some 6.1% were active at least once.
